# Screens: PubChem, The Scripps Research Institute Molecular Screening Center
# TbREL1 inh – TbREL1 inhibition, primary screen; 89,000 compounds, 0.49% hits; TbREL1 RNA ligation, FRET fluorescence; P86926; inhibition, % at 9.66 µM;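 active means inhibition above the mean inhibition across all screened compounds plus 3 SD, cut at about 11% in these data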;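 further: 0% = plate median of test wells and 100% = NSC42067 control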
# Target sequence (P86926 whole entry, looked up): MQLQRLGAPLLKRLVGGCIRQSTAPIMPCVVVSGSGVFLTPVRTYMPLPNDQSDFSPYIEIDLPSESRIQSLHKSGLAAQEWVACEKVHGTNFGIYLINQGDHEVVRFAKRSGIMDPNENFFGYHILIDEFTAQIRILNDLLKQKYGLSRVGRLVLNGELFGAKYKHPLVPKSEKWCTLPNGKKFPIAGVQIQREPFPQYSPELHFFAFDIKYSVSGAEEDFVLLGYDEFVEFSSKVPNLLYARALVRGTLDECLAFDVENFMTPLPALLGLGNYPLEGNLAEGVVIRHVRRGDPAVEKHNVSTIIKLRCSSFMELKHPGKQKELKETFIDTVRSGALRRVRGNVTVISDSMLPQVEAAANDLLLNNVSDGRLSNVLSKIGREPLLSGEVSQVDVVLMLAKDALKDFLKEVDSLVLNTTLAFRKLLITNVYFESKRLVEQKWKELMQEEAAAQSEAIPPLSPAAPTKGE
# Numbers without * were called inactive; & = joins results of further samples. A portion of the library; count on the stated rates, not on these rows.
SMILES,TbREL1 inh
Nn1c(SCC(=O)N2c3ccccc3Sc3ccc(Cl)cc32)nnc1-c1cc(-c2ccc(F)cc2)n[nH]1,2.9
CCN1CCCC1CNC(=O)C(NC(=O)C1CCC(C)CC1)C(C)C (stereo unspecified),-0.9
CC(SCC(=O)NC(C)C1CC2CCC1C2)C(=O)O (stereo unspecified),0.8
CCCNC(=O)c1cc2nc(-c3ccccc3)cc(C(F)(F)F)n2n1,-1.0
Cn1c(N)c(C(=O)COC(=O)C2Cc3ccccc3CN2S(C)(=O)=O)c(=O)n(C)c1=O (stereo unspecified),-0.5
CCOC(=O)N1CCN(Cc2c(F)cccc2F)CC1,0.9
CC1(N(O)C=C2C=CC(=O)C=C2)CCCCC1=O (stereo unspecified),4.8
Cc1ccc(NC(=O)CSc2n[nH]c(-c3ccncc3)n2)cc1,1.3
O=C(CSc1nn(-c2ccc(F)cc2)c(=S)s1)N1CCN(C(=O)c2ccco2)CC1,-1.2
O=C(c1cc2c(s1)CCCC2)N1CCN(c2ccccc2)CC1,-4.4
CC(C)NC(=O)c1cc2n(n1)C(C(F)(F)F)CC(c1ccco1)N2 (stereo unspecified),-2.0
Cn1ncc(Cl)c1C(=O)Nc1cccc(Cl)c1,-2.1
Cc1nc2ccccc2cc1C(=O)N/N=C/c1cccc([N+](=O)[O-])c1,-1.2
Cc1cccc(C)c1NC(=O)NC1(C(=O)N2CCCCC2)CCCCC1,3.9
Cc1ccc(-n2c(-c3ccc(Cl)cc3Cl)n[nH]c2=S)cc1,-6.5
Cc1ccc(OC(=O)c2cccc(S(=O)(=O)N3CCN(C)CC3)c2)c(Br)c1,-3.9
COc1ccc(C(=O)NCC(=O)OCC(=O)N2CCN(S(=O)(=O)c3ccccc3)CC2)cc1,-2.4
O=c1c2c3c(sc2n(CCN2CCOCC2)c(=O)n1Cc1ccco1)CCCCC3,-3.4
COc1cc(NC(=O)CN2CCN(c3ccccc3F)CC2)cc(OC)c1,-2.1
CCOC(=O)N1CCN(CCC(=O)Nc2cccc(Br)c2)CC1,1.8&-0.3
CC1CC(C)(C)NC(=S)N1CCCC(=O)Nc1ccc(Br)cc1 (stereo unspecified),-5.2
CC(C)CN(CC(C)C)C(=O)c1ccc2c(c1)NC(=O)C(C)(C)O2,-3.4
COc1cc(C)c(Cl)c(C)c1S(=O)(=O)NC1CC(C)(C)NC(C)(C)C1,6.7
CC(=O)NC(C)(CC(=O)c1ccccc1)c1ccccc1 (stereo unspecified),3.4
O=C(CN1CCN(Cc2ccccc2)CC1)Nc1ccccc1-c1ccccc1,-3.5
COc1ccc(NC(=O)NNC(=O)COc2ccc3ccccc3c2)cc1OC,1.1
CC1(C(=O)N2CCN(C(=O)c3ccco3)CC2)CCN1Cc1ccccc1OC(F)F (stereo unspecified),-0.6
COCCCNc1nc2c([nH]1)c(=O)[nH]c(=O)n2C,-1.6
CC(=O)N1c2c(cc(Br)cc2S(=O)(=O)N2CCN(c3ccccn3)CC2)CC1C (stereo unspecified),-2.1
Cc1c(Cl)cccc1NC(=O)CSc1nnc(C)n1-c1ccccc1,-2.0
CCCN(S(=O)(=O)c1ccccc1F)S(=O)(=O)c1ccccc1Br,-2.6
Cc1cc(C)cc(NC(=O)CCn2ccnc2C)c1,-0.4
COc1ccc(C2=NOC(C(=O)NCc3ccco3)C2)cc1OC (stereo unspecified),3.7
CN(C)S(=O)(=O)c1cccc(COC(=O)C2=COCCO2)c1,1.1
On1c(-c2ccccc2)nc2ccc(Cl)cc21,-0.8
CC(C)CNC(=O)c1noc2c1CCCC2,1.6
O=C(NCCNC(=O)c1ccc(Cl)cc1Cl)c1ccco1,-1.1
CCC(=O)N(Cc1ccccc1)c1ccccn1,0.4
Cc1oc(-c2ccccc2F)nc1CN1CCC(C(=O)NCCC2=CCCCC2)CC1,-2.9
O=C(CSCc1cnn(-c2ccccc2)c1-n1cccc1)NCc1ccc2c(c1)OCO2,0.0
O=c1ccn(Cc2ccc(F)cc2)c2ccnc(C(F)(F)F)c12,3.3
CN1C2=C(C#N)C(c3ccccc3)(C(F)(F)F)NC(=O)N2c2ccccc21 (stereo unspecified),-2.0
CN1CCN(C(=O)C2CCCCC2C(=O)O)CC1 (stereo unspecified),0.6
O=C(c1cccc([N+](=O)[O-])c1)N1CCOCC1,3.2
Cc1ccc(CC(=O)NCC(c2ccco2)N(C)C)cc1C (stereo unspecified),-2.2
CC(=O)O[C@H]1CC[C@@]2(C)[C@@H](CC[C@H]3[C@@H]4CC[C@H](C(C)O)[C@@]4(C)CC(=O)[C@@H]32)C1 (stereo partly specified),-2.5
CN1C(=O)CC(N2CCN(Cc3ccc(Cl)cc3)CC2)C1=O (stereo unspecified),-0.6
Cc1ccc(CS(=O)(=O)CCC(=O)NCc2ccc(F)cc2)cc1,-0.9
O=C(O)c1oc2ccccc2c1CSc1ccc(Cl)cc1,1.2
CCOC(=O)c1cccc2c(=O)c(C(=O)c3ccc(Cl)cc3)c(C(=O)OC)[nH]c12,1.1
# The list continues.
SMILES,TbREL1 inh
CCn1c(/N=C/c2ccc(OC)cc2O)nc2ccccc21,-1.8
O=C(Nc1cc(Cl)cc(Cl)c1)N1CCCN(Cc2ccccc2)CC1,1.4
CCc1sc(C(=O)N(CCCOC)c2c(N)n(CC(C)C)c(=O)[nH]c2=O)cc1C,-0.6
Cn1c(=O)c2c(ncn2CC(=O)N2CCN(C(=O)c3ccco3)CC2)n(C)c1=O,0.6
CC1CCCCC12NC(=O)N(CC(=O)OCC(=O)NC(=O)c1ccccc1)C2=O (stereo unspecified),2.0
Cc1ccc(NC(=O)C2C(=O)N(CCO)C3(C)CC2c2ccccc2O3)cc1 (stereo unspecified),-1.4
Nc1nnc(SCCOc2ccc(Br)cc2)s1,4.5
CCOc1ccc(-c2nnc(-c3ccccc3)n2-c2ccccc2)cc1,-4.0
CSc1nc(Oc2ccc(F)cc2F)cc(C(F)(F)F)n1,0.6
O=S1(=O)CC(N2CC=CC2)CN1Cc1cn(Cc2ccc(F)cc2)nn1 (stereo unspecified),0.8
O=C1NC[C@@H](CCCCN2CCN(Cc3ccccc3)C(=O)C2=O)N(Cc2ccccc2)C1=O,3.1
CC1(C)CC(=O)c2c(nc(SCC(=O)Nc3nsc(-c4ccccc4)n3)c(C#N)c2-c2ccccc2)C1,3.5
CC1CCc2cc(F)ccc2N1C(=O)CSc1nnc(-c2cccs2)n1C (stereo unspecified),-2.0
COc1ccc(/C=N/Nc2nonc2N)c(OC)c1,4.8
COc1ccccc1OCC(=O)NCC1CCCN(Cc2cnn(C(C)C)c2)C1 (stereo unspecified),1.6
O=C(O)c1cc(N/N=C2/CC(c3ccccc3)Oc3ccccc32)ccc1Cl (stereo unspecified),2.2
CCN1CCN(C(=O)c2oc(=O)c3ccccc3c2-c2ccc(C)cc2)CC1,0.9
COc1cccc(-c2[nH]nc3c2C(c2ccc(C)o2)C(C#N)=C(N)O3)c1 (stereo unspecified),-3.9
CCN(CC(O)CON=C1c2ccccc2-c2ccccc21)S(=O)(=O)c1ccc(C)cc1 (stereo unspecified),3.0
CC(C)CC1NC(=O)c2ccccc2-n2c1nc1ccc(Cl)cc1c2=O (stereo unspecified),-0.1
Cc1cc(S(=O)(=O)N2CCOCC2)ccc1OCC(=O)N1CCC(C)CC1,2.1
CN1CCN(C(=O)c2ccc(NS(=O)(=O)c3cccc([N+](=O)[O-])c3)cc2)CC1,2.2
CN(C)CCn1c2ccccc2c2nc3ccc([N+](=O)[O-])cc3cc21,5.8
COc1ccc(/C=C/C(=O)Nc2ccc(OC)cc2[N+](=O)[O-])cc1,6.4
Cc1sc2ncnc(NC3CCN(Cc4ccccc4)CC3)c2c1C,-2.7
O=c1[nH]c(SCCN2CCOCC2)nc(O)c1-c1ccccc1,-1.8
Cc1ccc(NNS(=O)(=O)c2ccc(C)cc2)cc1,2.4
CCCC(=O)Nc1nc2ccc(OC)cc2s1,3.3
Cc1cccc(Nc2nnc(SCC(=O)c3ccc(O)cc3O)s2)c1,-0.5
O=C(Cn1nnc2ccccc21)c1ccc(Cl)cc1,3.5
CCOC(=O)c1cc2c(=O)n3ccccc3nc2n(CC(C)C)c1=NC(=O)c1ccco1,1.5
O=C(Nc1ccc2c(c1)OCO2)c1cc(-c2cccnc2)nc2ccccc12,-0.2
CCN1CCc2nc(NC(=O)c3ccccc3)sc2C1,1.2
CCOc1ccc(C(CC(=O)O)NC(=O)c2ccco2)cc1OC (stereo unspecified),3.5
Cc1cc(Cl)ccc1OCCCC(=O)N1CCCCC1,1.6
COc1nccc(C(F)(F)F)c1C(=O)NC(=O)Nc1c(C)cccc1C,-3.5
CCN(C(=O)CSc1nnc(-c2ccco2)n1Cc1ccccc1)C1CCS(=O)(=O)C1 (stereo unspecified),-0.4
CN(C)CC(O)COc1ccc(-c2ccc(C#N)cc2)cc1 (stereo unspecified),2.2
C/C=C(/C)C(=O)O[C@@H]1[C@H](OC(C)=O)c2c(ccc3ccc(=O)oc23)OC1(C)C,-2.1
Cc1cc(C)c(OCC(=O)Nc2ccccc2N2CCOCC2)c(C)c1,7.4
O=C(CSc1nnc(CNc2ccc(Cl)cc2)o1)Nc1nc2c(s1)CCCC2,1.0
COc1ccc(/C=C/C(=O)NC(=S)NNC(=O)c2cc(OC)c(OC)c(OC)c2)cc1,-11.5
COc1ccc(OCCn2c(=N)n(CCO)c3ccccc32)cc1,6.9
CCN(C)C1CN(Cc2cn(Cc3cccc(Cl)c3)nn2)S(=O)(=O)C1 (stereo unspecified),2.1
COc1ccccc1N1CCN(C(=O)C2Cc3ccccc3CN2C(=O)c2ccco2)CC1 (stereo unspecified),0.2
CCOc1ccccc1NC(=O)CSc1nnc(NC(=O)c2ccco2)s1,2.2
CC1(C)Oc2ccc(C(=O)NNC(=O)Nc3ccccc3)cc2NC1=O,-1.1
CC(C)CSc1ccc(S(=O)(=O)NCC(=O)O)cc1[N+](=O)[O-],0.5
O=C(N/N=C/c1ccc(OC(=O)c2cccc(Br)c2)cc1)c1cccnc1,0.3
S=C1NC[C@H](CC2CCCCC2)N1CCc1cccc2ccccc12,-3.4

# 3 structures out of the list, sorted by number of heavy atoms, lowest first:
SMILES,TbREL1 inh
CCN(C)C1CN(Cc2cn(Cc3cccc(Cl)c3)nn2)S(=O)(=O)C1 (stereo unspecified),2.1
O=C(CSc1nnc(CNc2ccc(Cl)cc2)o1)Nc1nc2c(s1)CCCC2,1.0
COc1ccccc1N1CCN(C(=O)C2Cc3ccccc3CN2C(=O)c2ccco2)CC1 (stereo unspecified),0.2

# Further records
SMILES,TbREL1 inh
CC12CCC(C/C1=N\N=C1\NC(=O)/C(=C\c3cccc(Br)c3)S1)C2(C)C (stereo unspecified),3.1
O=C(CCCn1c(=O)c2sccc2n(CC(=O)NCC2CCCO2)c1=O)NCc1ccco1 (stereo unspecified),2.0
COc1ccc(C(C#N)CCC2OCCO2)cc1OC (stereo unspecified),0.3
CC(=O)Nc1ccc(SCC(=O)NC(=O)c2ccccc2Br)cc1,2.2
CN(CC(=O)Nc1ccc(S(N)(=O)=O)cc1)C1CCCCC1,-2.4
C=CC[C@@H](CC(=O)N[C@H](CO)Cc1ccccc1)C(=O)N[C@H](C)COC(=O)[C@@H](CC=C)Cc1ccc(F)cc1,-4.4
O=C1COc2ccc(C(=O)COC(=O)c3ccccc3F)cc2N1,1.9
CC(=O)N1CCN(C(=O)c2oc3ccccc3c2C)CC1,-1.6
CON(Cc1ccccc1)S(=O)(=O)c1ccccc1Br,2.0
CC1(C)S[C@@H]2[C@H](NC(=O)COc3ccccc3)C(=O)N2C1C(=O)OCC1CCCCC1 (stereo partly specified),-1.2
O=C(Nc1cccc(F)c1)C1CCCN1S(=O)(=O)c1cccc2cccnc12 (stereo unspecified),2.2
O=C(OCN1C(=O)c2ccccc2C1=O)c1ccccc1,-2.6
CC(Nc1cc(N2CCN(C(=O)C(C)(C)C)CC2)ccc1[N+](=O)[O-])c1ccccc1 (stereo unspecified),-0.9
O=C(COC(=O)C1CCC1)NCCc1ccc(Cl)cc1Cl,-1.0
COCCN(C(=O)COC(=O)CCC1CCCC1)c1c(N)n(Cc2ccccc2)c(=O)[nH]c1=O,-1.3
CCC(=O)Oc1ccc(C(=O)Nc2ccc3c(c2)C(=O)N(C2CCCCC2)C3=O)cc1,-2.8
O=S(=O)(NCCCNS(=O)(=O)c1c(F)cccc1F)c1ccc2c(c1)OCCO2,-0.8
COc1ccc(NC(=O)/C(C#N)=C/c2ccc[nH]2)c(OC)c1,4.4
OCCn1cnc2c(SCc3ccccc3)ncnc21,7.2
O=C(OCCCN=C1NS(=O)(=O)c2ccccc21)c1ccc(F)cc1,3.3
Cc1ccc(S(=O)(=O)N2CCN(CC(O)COc3ccccc3)CC2)cc1 (stereo unspecified),1.9

# Another view of part of the listing above:
TbREL1 inh | Structure
2.9 | Nn1c(SCC(=O)N2c3ccccc3Sc3ccc(Cl)cc32)nnc1-c1cc(-c2ccc(F)cc2)n[nH]1
-0.9 | CCN1CCCC1CNC(=O)C(NC(=O)C1CCC(C)CC1)C(C)C (stereo unspecified)
0.8 | CC(SCC(=O)NC(C)C1CC2CCC1C2)C(=O)O (stereo unspecified)
-1.0 | CCCNC(=O)c1cc2nc(-c3ccccc3)cc(C(F)(F)F)n2n1
-0.5 | Cn1c(N)c(C(=O)COC(=O)C2Cc3ccccc3CN2S(C)(=O)=O)c(=O)n(C)c1=O (stereo unspecified)
0.9 | CCOC(=O)N1CCN(Cc2c(F)cccc2F)CC1
4.8 | CC1(N(O)C=C2C=CC(=O)C=C2)CCCCC1=O (stereo unspecified)
1.3 | Cc1ccc(NC(=O)CSc2n[nH]c(-c3ccncc3)n2)cc1
-1.2 | O=C(CSc1nn(-c2ccc(F)cc2)c(=S)s1)N1CCN(C(=O)c2ccco2)CC1
-4.4 | O=C(c1cc2c(s1)CCCC2)N1CCN(c2ccccc2)CC1
-2.0 | CC(C)NC(=O)c1cc2n(n1)C(C(F)(F)F)CC(c1ccco1)N2 (stereo unspecified)
-2.1 | Cn1ncc(Cl)c1C(=O)Nc1cccc(Cl)c1
-1.2 | Cc1nc2ccccc2cc1C(=O)N/N=C/c1cccc([N+](=O)[O-])c1
3.9 | Cc1cccc(C)c1NC(=O)NC1(C(=O)N2CCCCC2)CCCCC1
-6.5 | Cc1ccc(-n2c(-c3ccc(Cl)cc3Cl)n[nH]c2=S)cc1
-3.9 | Cc1ccc(OC(=O)c2cccc(S(=O)(=O)N3CCN(C)CC3)c2)c(Br)c1
